Screening results as filed in PubChem BioAssay.
aGlu spleen mod: inhibitors or activators of human alpha-glucosidase in spleen homogenate | P10253 | human spleen homogenate, 4-MU-alpha-glucoside fluorescence | Potency, µM (series often up to 79.9 µM), inactives show at the highest dose activity change, negative = inhibition, hits mostly inhibitors | 240,000 compounds, 0.006% hits | AID 2112;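 further: potency means the concentration at half of the fitted maximal effect; 0% = enzyme with vehicle and -100% = no enzyme basal signal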
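Compounds were titrated against alpha-glucosidase in spleen homogenate at pH 5.0, with 1 mM 4-methylumbelliferyl substrate for 40 min at 37 C. Reactions were quenched with pH 10 NaOH/glycine and fluorescence measured.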
CBFb RUNX1 block: CBF-beta/RUNX1 interaction disruption; AlphaScreen CBFb-His/RUNX1-biotin binding, biochemical; Potency, µM (titrated, usually from 59.8 µM), without a hit: top-dose activity, negative = inhibition, actives largely listed as inhibitors; 230,000 tested, under 10 active; Q01196+Q13951; further: % of control where 0% means no effect
Target sequence (Q01196 whole entry, looked up): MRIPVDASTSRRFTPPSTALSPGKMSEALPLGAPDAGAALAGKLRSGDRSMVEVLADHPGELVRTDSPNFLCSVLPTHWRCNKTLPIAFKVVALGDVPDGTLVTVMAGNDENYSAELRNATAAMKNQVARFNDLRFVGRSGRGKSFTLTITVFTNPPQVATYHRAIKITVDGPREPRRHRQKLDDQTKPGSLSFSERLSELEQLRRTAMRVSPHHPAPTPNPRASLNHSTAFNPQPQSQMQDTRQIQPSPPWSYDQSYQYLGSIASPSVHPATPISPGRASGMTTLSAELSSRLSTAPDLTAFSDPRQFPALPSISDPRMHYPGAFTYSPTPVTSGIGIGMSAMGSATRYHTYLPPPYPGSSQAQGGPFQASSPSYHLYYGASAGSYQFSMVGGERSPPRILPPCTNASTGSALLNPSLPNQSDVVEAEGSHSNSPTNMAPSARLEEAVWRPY
Target sequence (Q13951 whole entry, looked up): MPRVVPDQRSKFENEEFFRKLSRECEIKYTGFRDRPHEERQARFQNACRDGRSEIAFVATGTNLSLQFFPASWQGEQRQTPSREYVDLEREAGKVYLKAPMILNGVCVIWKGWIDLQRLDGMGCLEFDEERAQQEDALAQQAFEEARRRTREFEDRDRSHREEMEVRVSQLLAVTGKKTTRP
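AlphaScreen binding: CBFb-His and RUNX1-biotin (30 nM each) preincubated 20 min, compound added for 15 min, then nickel and streptavidin beads for 90 min, all at room temperature. Disruption of the interaction by any mechanism counts as activity.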
GAA glycogen: alters human alpha-glucosidase cleavage of glycogen; P10253; recombinant GAA, glycogen substrate, Amplex Red glucose oxidase fluorescence; Potency, µM (series often up to 76.4 µM), for the others: at the top dose activity change, negative = inhibition, hits mostly inhibitors; 300,000 compounds, 0.38% hits; AID 2100;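 further: potency means the concentration at half of the fitted maximal effect; 0% = full enzyme reaction and -100% = no-enzyme basal signal; the screen sought inhibitors and activators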
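Recombinant human enzyme (4 nM); glycogen substrate; 37 C, 40 min, pH 5.0. Readout: coupled glucose oxidase/Amplex Red fluorescence.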
HTT ATP protect: protects HTT-Q103 PC12 cells, measured by ATP; PC12 HTT-Q103 induced, cytoprotection, ATP luminescence, 40 h; Potency, µM (titrated, usually from 56.4 µM), for inactives: cytoprotection (ATP increase), actives largely listed as activators; 230,000 compounds, 0.14% hits;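 further: potency means the concentration at half of the fitted maximal effect; % of control where 0% means no effect; nearly all actives have a fitted effect of over 45% in size; toxic huntingtin expression switched on by the ecdysone agonist tebufenozide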
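Rat PC12, Q103 Htt exon1-GFP fusion, ecdysone promoter; tebufenozide inducer 100 nM final; compound titration; qHTS, 1500 cells/well; ATPlite luminescent read.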
HttQ103 aggreg: reduces HttQ103-GFP aggregates in PC12 cells; PC12 HttQ103-GFP aggregates, Acumen cytometry, 40 h; Potency, µM (highest dose often 46.1 µM), without a hit: at the highest dose activity change, negative = inhibition, hits mostly inhibitors; AID 1688; 220,000 compounds, 1.1% hits; further: potency means the concentration at half of the fitted maximal effect; on the % scale 0 is the no-effect control and ±100 the full control effect; nearly all actives have a fitted effect of over 60% in size
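Aggregates are detected as GFP objects 1–25 µm with signal 6 STDEV over background in lysates of induced PC12 cells. These carry Huntingtin exon 1 with 103 glutamines fused to GFP under an ecdysone promoter; compounds titrated.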
LMNA splice mod: LMNA splicing modulation; HeLa LMNA splicing GFP/RFP minigene ratio, 48 h; Potency, µM (top dose mostly 46.1 µM), without a hit: top-dose ratio change, negative = inhibition, usual class: inhibitors; 200,000 compounds, 0.01% hits; active means well fitted inhibition curve with a large enough effect in the signal ratio, with a control signal flat, not every such curve was filed as active; inconclusive means small, poorly fitted or top-dose-only effect, or effect the other way, or a change in a side signal; the % refers to the signal ratio; further: potency means the concentration at half of the fitted maximal effect; on the % scale 0 is the no-effect control and ±100 the full control effect
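S3 HeLa cells stably expressing lamin A-EGFP splicing minigene plus DsRed2, 600 cells/well, 48 h compound exposure at 37C. Laser-scanning cytometry; analysed as GFP (500-530 nm)/RFP (575-640 nm) total intensity ratio; 0.5% DMSO vehicle.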
GAA inh: inhibitors of human lysosomal alpha-glucosidase; P10253; purified human GAA, 4-MU-alpha-glucoside fluorescence; Potency, µM (highest dose often 76.9 µM), inactives show at the highest dose activity change, negative = inhibition, actives largely listed as inhibitors; 200,000 compounds, 0.005% hits; AID 1466;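 further: potency means the concentration at half of the fitted maximal effect; plate controls were uninhibited enzyme wells for no effect and no-enzyme background for full effect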
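Fluorescence at Ex 365/Em 440 nm from 4-methylumbelliferone reported enzyme activity after 20 min at room temperature. Reactions used 4 nM enzyme and 400 uM substrate at pH 5.0; curves fitted with the Hill equation.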
Active calls of the source: *; ? = inconclusive; . = not tested or not shown; [ ] = dose if it differs, or a comment. Unless noted, the call rests on the fitted dose curve; in most records, active means well fitted curve in the direction sought with a large enough effect; inconclusive means small, poorly fitted or top-dose-only effect, or another doubt; inactive means no such curve, though single readings can be large; an effect the other way counts as inactive or inconclusive.

Short forms: A = aGlu spleen mod; B = CBFb RUNX1 block; C = GAA glycogen; D = HTT ATP protect; E = HttQ103 aggreg; F = LMNA splice mod; G = GAA inh
COc1ccc2c(c1)O[C@@H](c1ccc3c(c1)OCO3)[C@H](OC(=O)NS(=O)(=O)c1ccc(F)cc1)C2=O
  A: -2%	B: 4%	C: .	D: 44%	E: .	F: .	G: .

Cc1csc(Sc2ccc(C(=O)OCC(=O)Nc3ccc(OC(F)(F)F)cc3)cc2[N+](=O)[O-])n1
  A: 0%	B: -27%	C: -4%	D: 22%[10 µM]	E: -15%	F: 1%	G: -8%

O=C(Cc1ccccc1)Nc1ccc(N2CCCC2)cc1
  A: 1%	B: -19%	C: 7%	D: 3%	E: 2%	F: 2%	G: -5%

c1ccc(CN2CCC(Nc3nc(-c4ccccc4)nc4ccccc34)CC2)cc1
  A: -4%	B: 0%	C: -5%	D: -43%[inhibitor]	E: ?	F: ?	G: -8%

Cc1cccc(Nc2ccccc2C(=O)OCC(=O)N2CCOCC2)c1C
  A: 0%	B: 3%	C: -1%	D: -17%[10 µM]	E: -12%	F: 0%	G: -6%

CCOC(=O)/C=c1\s/c(=C\c2ccc(-c3ccccc3)cc2)c(=O)n1CC(=O)NCc1ccc2c(c1)OCO2
  A: 5%	B: -2%	C: 3%	D: .	E: 12%	F: 10%	G: 5%

CN(c1ccccc1C(=O)N1CCc2ccccc2C1)S(C)(=O)=O
  A: -5%	B: 5%	C: -1%	D: 15%	E: -5%	F: -1%	G: 0%

CCOC(=O)c1c(NC(=O)CSC(=S)N2CCOCC2)sc(C)c1C
  A: -4%	B: -3%	C: -5%	D: -2%[10 µM]	E: -5%	F: -7%	G: 2%

S=c1[nH]nc(-c2cccnc2)n1/N=C/C(Cl)=C\c1ccccc1
  A: -7%	B: -5%	C: 0%	D: .	E: .	F: ?	G: -7%

COc1ccccc1NC(=S)N1CCC(NC(=O)C23CC4CC(CC(C4)C2)C3)CC1
  A: 10%	B: 0%	C: 17%	D: 21%[10 µM]	E: 2%[9.22 µM]	F: 0%[46 µM]	G: 8%

CC(=O)c1c(C)n(CCO)c2ccc(O)cc12
  A: 3%	B: 8%	C: ?	D: 21%	E: -2%	F: 12%	G: -9%

Cc1cccc(N(CC(=O)NC2CCCCC2)C(=O)Cn2nnc(-c3ccc(C)o3)n2)c1
  A: 4%	B: 15%	C: -14%	D: -6%	E: -8%	F: .	G: -5%

O=C(CSc1ncn[nH]1)NC1CCCc2ccccc21 (stereo not drawn)
  A: 2%	B: 5%	C: -9%	D: .	E: 4%	F: .	G: -7%

CC(C)c1nc(Cl)c(C#N)c2c1COC(C)(C)C2
  A: 4%	B: 10%	C: 2%	D: 7%[10 µM]	E: -14%[9.22 µM]	F: .	G: .

C/C(=N\NC(=O)COc1ccccc1-c1ccccc1)c1ccc(O)cc1O
  A: -2%	B: -5%	C: -2%	D: 7%[10 µM]	E: -3%[9.22 µM]	F: .	G: .

CCCCNC(=O)c1onc(CSc2ccncc2)c1C(=O)NCCCC
  A: 8%	B: 6%	C: 7%	D: -8%[10 µM]	E: 2%[9.22 µM]	F: .	G: .

Cn1c(=O)n(CCOc2ccc(Cl)cc2Cl)c2ccccc21
  A: -13%	B: 4%	C: 4%	D: 1%	E: -3%[9.22 µM]	F: 13%	G: -18%

O=C(c1ccc(F)cc1)N1CCC(c2ccccc2)C1 (stereo not drawn)
  A: 3%	B: 8%	C: 8%	D: 5%[10 µM]	E: -12%[9.22 µM]	F: .	G: 2%

CC(=O)c1cc2c(cc1NC(=O)CCC1CCCC1)OCO2
  A: 0%	B: -1%	C: -4%	D: -14%[10 µM]	E: -6%	F: 14%	G: ?

O=C(Cn1cncn1)NCc1cccc2ccccc12
  A: 5%	B: 0%	C: 7%	D: -9%	E: -1%	F: -2%	G: ?

c1nnc2c3c4c(sc3ncn12)CCCC4
  A: -7%	B: 9%	C: 3%	D: 4%[0.074 µM]	E: -24%	F: -11%	G: 3%

COc1ccc(OC)c(-n2c(-c3cc(-c4ccco4)[nH]n3)n[nH]c2=S)c1
  A: -1%	B: -4%	C: 9%	D: -23%[10 µM]	E: -10%[9.22 µM]	F: .	G: 12%

CCOC(=O)NC(=O)c1cn(C(CC)CO)c(=O)[nH]c1=O (stereo not drawn)
  A: -1%	B: 7%	C: 5%	D: 18%[10 µM]	E: -10%	F: 4%	G: 0%

COc1ccc2c(c1)c1ncn(Cc3ccccn3)c(=O)c1n2C
  A: 22%	B: 4%	C: 6%	D: -23%[10 µM]	E: -5%[9.22 µM]	F: .	G: .

COC(=O)c1ccc(N=NN2CCOCC2)cc1
  A: 1%	B: 1%	C: 18%	D: -9%[1.9 µM]	E: -3%	F: -3%	G: -4%

Three records drawn at random from the list so far, as already listed:
Short forms: A = aGlu spleen mod; B = CBFb RUNX1 block; C = GAA glycogen; D = HTT ATP protect; E = HttQ103 aggreg; F = LMNA splice mod; G = GAA inh
CN(c1ccccc1C(=O)N1CCc2ccccc2C1)S(C)(=O)=O
  A: -5%	B: 5%	C: -1%	D: 15%	E: -5%	F: -1%	G: 0%

O=C(Cc1ccccc1)Nc1ccc(N2CCCC2)cc1
  A: 1%	B: -19%	C: 7%	D: 3%	E: 2%	F: 2%	G: -5%

CC(C)c1nc(Cl)c(C#N)c2c1COC(C)(C)C2
  A: 4%	B: 10%	C: 2%	D: 7%[10 µM]	E: -14%[9.22 µM]	F: .	G: .

More compounds follow:
Short forms: A = aGlu spleen mod; B = CBFb RUNX1 block; C = GAA glycogen; D = HTT ATP protect; E = HttQ103 aggreg; F = LMNA splice mod; G = GAA inh
COC(=O)c1ccc(N2CCCCC2)c(N)c1
  A: -22%	B: -1%	C: -19%	D: -32%[inhibitor]	E: -2%	F: -3%[46 µM]	G: 8%

COc1ccc(/C(C)=N\NC(=O)CSc2nnc(C)s2)cc1
  A: -2%	B: -1%	C: 13%	D: 20%[10 µM]	E: -3%	F: -7%	G: 1%

COc1ccccc1OCC(=O)NNC(=O)c1cnccn1
  A: -2%	B: -2%	C: 12%	D: 19%	E: -4%	F: -6%	G: 4%

COc1ccccc1-n1c(C)cc(/C=C2/C(=N)N3C(=NC2=O)SN=C3S(C)(=O)=O)c1C
  A: 2%	B: -8%	C: 1%	D: -138%[inhibitor]	E: -8%	F: ?	G: -9%

CSCC[C@H](NC(=O)OC(C)(C)C)c1nnc(SCC=C(C)C)o1
  A: -8%	B: 8%	C: 0%	D: -1%	E: -3%	F: ?	G: 0%

COc1ccc(S(=O)(=O)NCCSCc2ccccc2C)cc1Br
  A: -3%	B: 1%	C: -16%	D: -26%	E: -14%	F: 26%	G: 2%

CC(C)(C)NC(=O)c1cccc(NC(=O)c2cccc(O)c2)c1
  A: 2%	B: -1%	C: -2%	D: -25%	E: 18%	F: 15%	G: ?

COc1ccc2cc(-c3cc(C(=O)OCC(=O)Nc4c(C)n(C)n(-c5ccccc5)c4=O)c4ccccc4n3)ccc2c1
  A: 1%	B: 6%	C: 0%	D: -90%[inhibitor][10 µM]	E: 30%	F: -6%	G: -3%

O=C(C[n+]1ccccc1)Nc1ccccc1C(=O)O
  A: 8%	B: -3%	C: 2%	D: -24%	E: -1%	F: .	G: -1%

COc1ccc(NC(=O)/C(=C/c2ccc3c(c2)OCO3)NC(C)=O)cc1
  A: -3%	B: -24%	C: 5%	D: 30%[10 µM]	E: ?	F: 2%	G: -5%

CCN(CC)S(=O)(=O)c1ccc(OC(C)C)c(NC(=O)c2c3c(nc4ccccc24)CCN(Cc2ccccc2)C3)c1
  A: -2%	B: -11%	C: -4%	D: -5%[10 µM]	E: -8%	F: -4%	G: -11%

O=C(NCc1ccccc1)c1ccccc1OCC(=O)N1CCCCC1
  A: -1%	B: -1%	C: 6%	D: -2%	E: 24%	F: -7%	G: -1%

Cc1cc(Nc2ccc(F)cc2)nc(N)n1
  A: -1%	B: -1%	C: 3%	D: -5%	E: -1%	F: 4%	G: -2%

CCOCCCNC(=O)c1ccc(CS(=O)(=O)Cc2ccccc2F)o1
  A: 4%	B: 7%	C: 6%	D: 7%	E: 3%	F: -7%	G: -7%

COc1cc2c(cc1OC)C(c1cccs1)N(C(=O)c1cccc(S(=O)(=O)N(C)C)c1)CC2 (stereo not drawn)
  A: -3%	B: -3%	C: -11%	D: -4%[10 µM]	E: -12%[9.22 µM]	F: .	G: .

CC(O)CN1C(=O)C(CC(=O)Nc2ccc(Cl)cc2)SC1=Nc1ccccc1 (stereo not drawn)
  A: -8%	B: -1%	C: -2%	D: 17%	E: 14%	F: -3%	G: -10%

CCCCS(=O)(=O)/C=C/[C@H]1[C@H](S(=O)(=O)CCCC)[C@H]2C=C[C@@H]1C2
  A: 3%	B: 11%	C: 5%	D: 16%[10 µM]	E: 12%	F: -3%	G: 0%

CC(C)(C)C1CCC(OCC(O)CN2CCN(c3ccccn3)CC2)CC1 (stereo not drawn)
  A: -5%	B: -5%	C: 8%	D: -24%	E: -22%	F: .	G: -3%

N#C/C(=C1/CCCN1)c1ccccn1
  A: -4%	B: 3%	C: 2%	D: 10%	E: 1%	F: -1%	G: -3%

NCC/C=C1/c2ccccc2CSc2ccccc21
  A: 1%	B: 2%	C: 3%	D: 2%[10 µM]	E: -20%	F: -18%	G: -4%

CCC(CC(C)(C)O)C(=O)NNC(=S)Nc1ccccc1 (stereo not drawn)
  A: -6%	B: -7%	C: -25%	D: -7%[10 µM]	E: -11%[9.22 µM]	F: .	G: 10%

O=C(NCCN1CCOCC1)c1ccc2c(c1)N(Cc1ccc(Cl)cc1)CCS2
  A: 9%	B: -12%	C: -5%	D: 0%[10 µM]	E: -11%[9.22 µM]	F: .	G: .

N/C(CC(=O)Nc1ccc(F)cc1F)=N\OC(=O)c1cccs1
  A: 9%	B: 4%	C: -1%	D: -16%[10 µM]	E: -15%[9.22 µM]	F: .	G: .

CCOc1cccc(OCCn2cnc3ccccc3c2=O)c1
  A: 5%	B: -6%	C: -6%	D: -6%[10 µM]	E: 4%	F: ?	G: -2%

COc1ccccc1N1CCN(C(=O)C(C)N(c2ccccc2)S(C)(=O)=O)CC1 (stereo not drawn)
  A: 0%	B: 4%	C: 9%	D: 3%	E: -3%	F: -1%	G: -1%

COc1ccc(-c2cc(C(F)(F)F)n3nc(C(=O)NCCN4CCOCC4)cc3n2)cc1
  A: -13%	B: 1%	C: -12%	D: 18%[10 µM]	E: -3%[9.22 µM]	F: .	G: ?

CN(C)c1nc(N)nc(N(c2ccccc2)c2ccccc2)n1
  A: -1%	B: -1%	C: 6%	D: 6%	E: 18%	F: -10%	G: 1%
